# CHT allo act = allosteric activators of human choline transporter CHT; B-score at 10 µM; AID 488977; CHT-expressing cells, membrane potential dye, choline EC20; hits give high values; LV-AA mutant CHT in HEK293 cells; actives 0.49% (n = 310,000); Q9GZV3;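 active = initial fluorescence not abnormally high and integrated response B-score, plate-corrected, over 3 SD above library mean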
# Target sequence (Q9GZV3 whole entry, looked up): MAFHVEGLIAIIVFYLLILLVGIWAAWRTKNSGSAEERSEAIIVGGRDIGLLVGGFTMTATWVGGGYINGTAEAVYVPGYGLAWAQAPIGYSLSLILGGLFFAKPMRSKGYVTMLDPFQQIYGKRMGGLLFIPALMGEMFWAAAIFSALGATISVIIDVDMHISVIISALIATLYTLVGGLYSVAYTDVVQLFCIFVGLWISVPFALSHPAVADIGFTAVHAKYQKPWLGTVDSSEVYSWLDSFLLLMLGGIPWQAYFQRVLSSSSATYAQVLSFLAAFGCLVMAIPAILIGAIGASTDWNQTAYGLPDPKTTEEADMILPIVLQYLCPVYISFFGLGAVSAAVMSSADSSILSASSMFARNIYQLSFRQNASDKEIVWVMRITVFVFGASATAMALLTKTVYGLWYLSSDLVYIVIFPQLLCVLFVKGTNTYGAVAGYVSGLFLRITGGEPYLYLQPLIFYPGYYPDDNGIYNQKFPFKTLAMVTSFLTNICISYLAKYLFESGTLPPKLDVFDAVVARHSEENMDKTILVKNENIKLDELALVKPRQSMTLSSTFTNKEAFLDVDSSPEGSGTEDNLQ
# CHT block = inhibits the human high affinity choline transporter | CHT-expressing cells, membrane potential dye, choline response; hits give low values | B-score at 10 µM | actives 0.86% (n = 310,000) | AID 488975;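 active = B-score over 3 SD under the library average, and starting fluorescence ratio not unusually high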;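 note: choline stimulus applied at its EC90 after an EC20 pre-addition; B-score computed on integrated fluorescence ratio after choline addition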
# Calls only; i = inactive.
SMILES,CHT allo act,CHT block
CCOC(=O)N1CCN(C(=O)CSc2ccc3nnc(CCNC(=O)c4ccccc4)n3n2)CC1,i,i
COc1cc2c(cc1OC)C1(Nc3c-2c(C)nn3-c2ccccc2)C(=O)Nc2ccccc21 (configuration not stated),i,i
CC1CCC(NC(=O)Cn2c(=O)oc3ccccc32)CC1 (configuration not stated),i,i
COc1cc(/C=N/NS(=O)(=O)c2ccc(C)cc2)ccc1OCc1ccc(C(=O)O)cc1,i,i
CCC(C)(C)c1ccc(OCCN2C(=O)NC(C)(C)C2=O)cc1,i,i
CN(Cc1ccco1)C(=O)C1CCC(=O)N(CCc2cccc(F)c2)C1 (configuration not stated),i,i
CCOc1ccccc1NC(=O)Cn1c(=O)n(-c2ccccc2)c(=O)c2oc3ccccc3c21,i,i
CC(C)Cn1c(CCCNC(=O)c2ccco2)nc2ccccc21,i,i
c1ccc(-c2csc(-c3ccncc3)n2)cc1,i,i
NC(=O)/C(=C\c1ccccc1)NC(=O)/C=C/c1ccccc1,i,i
CCCC(=O)NC(=S)Nc1ccc(S(=O)(=O)Nc2ccc(OCC)cc2)cc1,i,i
O=C1CCCc2c1[nH]c1ccc(Cl)cc21,i,i
CCOCCCNC(=O)c1ccc(Cn2c(=O)[nH]c3ccsc3c2=O)cc1,i,i
N=C1C(c2nc(-c3ccc(Br)cc3)cs2)=C(O)CN1NC(=O)c1ccc([N+](=O)[O-])cc1,i,i
COc1ccc(CN(C2CCCCC2C)S(=O)(=O)c2ccc(S(=O)(=O)N(C)C)cc2)cc1OC (configuration not stated),i,i
Cc1ccc(NC(=O)/C(=C\c2cccnc2)NC(=O)c2ccco2)cc1,i,i
Cc1ccc2nc3nc(NCC4CCCO4)c(C(=O)NC4CCCC4)cc3c(=O)n2c1 (configuration not stated),i,i
Cc1ccc(S(=O)(=O)/C(C#N)=C/c2c(N3CCCCC3)nc3ccccn3c2=O)cc1,i,i
COc1ccc(CC(=O)OCc2cc3ccc(C)cc3[nH]c2=O)cc1,i,i
CCc1ccc(C(=O)COC(=O)CNC(=O)c2ccc(Br)o2)cc1,i,i
CCCCCn1c(SCCCC)nc2c1c(=O)[nH]c(=O)n2C,i,i
CC(OC(=O)CCc1nc2ccccc2c(=O)[nH]1)C(=O)c1ccc(Br)cc1 (configuration not stated),i,i
COc1cccc(-c2nn(C)c3sc(C(=O)NCCCN(C)Cc4ccccc4)cc23)c1,i,i
c1ccc2c(CCNc3ncnc4nc[nH]c34)cccc2c1,i,i
O=C(Cn1c2c(c(-c3ccccc3)cc1=O)CCCC2)N1CCCCCC1,i,i
Cc1cc(NC(=O)C(Cl)c2ccccc2)no1 (configuration not stated),i,i
O=C(O)CCn1c(=S)oc2ccccc21,i,i
Cc1ccc(N(CC(=O)NCc2ccc(F)cc2)C(=O)c2snc(C(N)=O)c2N)cc1C,i,i
CCOP(=O)(OCC)c1nc(-c2cccc3ccccc23)oc1N1CCOCC1,i,i
COc1ccccc1CNC(=O)C1CCC(CNc2c(N3CCOCC3)c(=O)c2=O)CC1 (configuration not stated),i,i
CC(C)C(=O)Nc1ccc(NC(=S)NC(=O)c2cc3ccccc3o2)cc1,i,i
Cc1ccc(N=Nc2c(C)[nH]n(-c3ccccc3)c2=O)cc1,i,i
COc1ccc(CN2CCN(C(=O)c3cccs3)CC2)cc1,i,i
Clc1cccc(C2CCN(Cc3nc(COc4ccccc4)no3)C2)c1 (configuration not stated),i,i
O=S(=O)(c1c(Cl)sc(Cl)c1Br)N1CCCC1,i,i
Cc1cc(=O)cc(C)[nH]1,i,i

# Of the compounds above, these have a carbonyl joined to an NH by a bond outside any ring.
SMILES,CHT allo act,CHT block
CCOC(=O)N1CCN(C(=O)CSc2ccc3nnc(CCNC(=O)c4ccccc4)n3n2)CC1,i,i
CC1CCC(NC(=O)Cn2c(=O)oc3ccccc32)CC1 (configuration not stated),i,i
CCOc1ccccc1NC(=O)Cn1c(=O)n(-c2ccccc2)c(=O)c2oc3ccccc3c21,i,i
CC(C)Cn1c(CCCNC(=O)c2ccco2)nc2ccccc21,i,i
NC(=O)/C(=C\c1ccccc1)NC(=O)/C=C/c1ccccc1,i,i
CCCC(=O)NC(=S)Nc1ccc(S(=O)(=O)Nc2ccc(OCC)cc2)cc1,i,i
CCOCCCNC(=O)c1ccc(Cn2c(=O)[nH]c3ccsc3c2=O)cc1,i,i
N=C1C(c2nc(-c3ccc(Br)cc3)cs2)=C(O)CN1NC(=O)c1ccc([N+](=O)[O-])cc1,i,i
Cc1ccc(NC(=O)/C(=C\c2cccnc2)NC(=O)c2ccco2)cc1,i,i
Cc1ccc2nc3nc(NCC4CCCO4)c(C(=O)NC4CCCC4)cc3c(=O)n2c1 (configuration not stated),i,i
CCc1ccc(C(=O)COC(=O)CNC(=O)c2ccc(Br)o2)cc1,i,i
COc1cccc(-c2nn(C)c3sc(C(=O)NCCCN(C)Cc4ccccc4)cc23)c1,i,i
Cc1cc(NC(=O)C(Cl)c2ccccc2)no1 (configuration not stated),i,i
Cc1ccc(N(CC(=O)NCc2ccc(F)cc2)C(=O)c2snc(C(N)=O)c2N)cc1C,i,i
COc1ccccc1CNC(=O)C1CCC(CNc2c(N3CCOCC3)c(=O)c2=O)CC1 (configuration not stated),i,i
CC(C)C(=O)Nc1ccc(NC(=S)NC(=O)c2cc3ccccc3o2)cc1,i,i

# Going on with the list:
SMILES,CHT allo act,CHT block
CC(C)c1ccc(Nc2nc(Cl)nc(NCc3ccco3)n2)cc1,i,i
Oc1cccc(/C=N/n2c(C3CCCCC3)n[nH]c2=S)c1,i,i
COc1cc(/C=C2\SC(=Nc3ccc(N4CCOCC4)cc3)N(C)C2=O)ccc1OC(C)C(=O)O (configuration not stated),i,i
COCCNC(=O)c1nn2c(C(F)(F)F)cc(-c3ccccc3)nc2c1Cl,i,i
C[C@@H]1CC[C@]2(O[C@H](CCO)C[C@H](O)[C@H]2O)O1,i,i
c1ccc2c(c1)ncn2-c1ccc(-c2ccnc3ncnn23)cc1,i,i
O=C(Nc1cccc2c1CCCC2)C1CCCN(S(=O)(=O)c2cccc3nonc23)C1 (configuration not stated),i,i
NNC(=O)CN1C(c2ccccc2)=Nc2ccc(Br)cc2C1c1ccccc1 (configuration not stated),i,i
COc1ccc(NC(=O)N2CCN(c3cccc(C(F)(F)F)c3)CC2)cc1OC,i,i
O=c1c2ccccc2c(C=NCc2ccccn2)c(O)n1-c1ccccc1Cl,i,i
COC(=O)[C@H](Cc1c[nH]c2ccccc12)NC(=O)Cc1c[nH]c2ccccc12,i,i
Nc1nnc(-c2ccc(Cl)cc2)s1,i,i
Cc1ccc(NC(=O)CN2CCc3cc4c(cc3C2C)OCCCO4)cc1 (configuration not stated),i,i
S=C1NCN(CCc2ccccc2)CN1,i,i
Cc1ccc2c(c1)c1ncn(Cc3ccc(F)cc3)c(=O)c1n2C,i,i
N/C(Cc1cccc2ccccc12)=N\OC(=O)COc1ccccc1,i,i
CCCCP(=O)(CCCC)Cc1ccccc1,i,i
CCOC(=O)CC1NC(=O)c2ccccc21 (configuration not stated),i,i
COc1ccc(N(CC(=O)NC2CCCC2)C(=O)c2ccc(N3CCCCC3)nc2)cc1,i,i
COc1ccc(-c2[nH]ncc2-c2csc(C)n2)c(O)c1,i,i
COc1ccc(NC2=CC(=O)CC(c3ccccc3)C2)c(OC)c1 (configuration not stated),i,i
Cc1cc(Br)c(S(=O)(=O)NCc2cccnc2)cc1C,i,i
Cc1cc(C)n2nc(/C(C#N)=C/c3ccccn3)c(C#N)c2n1,i,i
CSc1ncccc1C(=O)OCC(=O)NCc1ccc2c(c1)OCO2,i,i
CN(C)N1C(N)=C(C#N)C(c2ccccc2Cl)C2=C1CCCC2=O (configuration not stated),i,i
O=C(CN(Cc1ccc(F)cc1)C(=O)Cn1nnc2ccccc21)NCC1CCCO1 (configuration not stated),i,i
CCOC(=O)c1oc2ccc(S(=O)(=O)n3nc(-c4ccccc4)cc3N)cc2c1C,i,i
CCc1ccc(CN(Cc2cccnc2)C(=O)/C=C/c2ccc(OC)cc2)cc1,i,i
CCCCC(=O)Nc1nnc(S(=O)(=O)N(C)Cc2ccco2)s1,i,i
CC1(C)Cc2nc3sc4c(OCc5ccccc5)ncnc4c3cc2CO1,i,i
Fc1cccc(Cl)c1CNCCCSc1ncccn1,i,i
O=C(CNC(=O)c1ccco1)NCC(=O)OCc1cccc(C(=O)Oc2ccccc2)c1,i,i
O=C(Nc1nnc(SCC(=O)N2CCOCC2)s1)C1CC(=O)N(c2ccc(F)cc2)C1 (configuration not stated),i,i
O=C(O)C1CCc2sc3[nH]c(=S)n(-c4ccccc4)c(=O)c3c21 (configuration not stated),i,i
Cc1cc(=O)n2nc(N3CCCC(C(=O)N4CCOCC4)C3)sc2n1 (configuration not stated),i,i
COc1ccc(NC(=O)CNC(=O)c2nn(-c3ccc(OC)c(OC)c3)c(=O)c3ccccc23)c(OC)c1,i,i
O=C(COc1ccc(F)cc1)N(c1ccccn1)C1CCCCC1,i,i
O=C(CSc1nc(=O)n(CCCN2CCOCC2)c2c1CCCC2)Nc1cccc(F)c1,i,i
COc1ccc([C@H]2CC(=O)c3c(O)cc(O)cc3O2)cc1O,i,i
Cn1c(CCc2ccccc2)nnc1SCC(=O)N1CCCC1,i,i
COc1ccc(C(O)P(=O)(OCC(C)C)c2ccc(N(C)C)cc2)c(OC)c1 (configuration not stated),i,i
S=C(NCc1ccc(Cl)cc1)Nc1ccccc1Cl,i,i
CN(C(=O)COC(=O)C1CCN(S(=O)(=O)c2ccc3c(c2)OCCO3)CC1)c1ccccc1,i,i
CCOc1ccc(-n2cnc3c(=O)[nH]c(N)nc32)cc1,i,i
COc1ccc(NC(=S)N2CCN(C(=O)c3ccco3)CC2)cc1,i,i
COc1ccnc(CSC(N)=Nc2ccccc2OC)c1,i,i
COc1cc(C(=O)OCC(=O)NCc2ccccc2)cc(NC(=O)c2ccco2)c1OC,i,i
COc1ccc(C2=NN(C(=O)CSc3nnc(-c4ccccc4F)o3)C(c3ccco3)C2)cc1 (configuration not stated),i,i
CC1=CC(C)(C)n2c(O)c(N=NC(N)=S)c3c(C)c(C)cc1c32,i,i
Cc1nn(C)cc1C(=O)c1ccccc1,i,i
COc1ccccc1-n1nnnc1SCC(=O)Nc1ccc(C)c(N)c1,i,i
O=C(c1ccco1)N1CCN(c2nc(C3CC3)nc3c2nnn3Cc2ccccc2Cl)CC1,i,i
c1ccc(-c2c[nH]c3[n+]2CCCCC3)cc1,i,i
Nc1nonc1-n1nnc(C(=O)N/N=C/c2cccc(F)c2)c1-c1ccc2c(c1)OCO2,i,i
COc1cc2cc(Oc3ccc4ccc(=O)oc4c3)c(=O)oc2cc1OC(=O)C=C(C)C,i,i
C=C(C)C1CC=C(CN2CCC(O)CC2)CC1 (configuration not stated),i,i
Cc1ccc(N(CC(=O)Nc2cc(C)ccc2C)S(C)(=O)=O)cc1,i,i
O=C(CN1CCOCC1)NN=C1CCCCCCCCCCC1,i,i
CCOc1ccc(N(Cc2cc3cc(C)ccc3[nH]c2=O)C(=O)COC)cc1,i,i
CCn1c(SC)nc(O)c(C(c2ccc(OC)c(O)c2)c2c(O)nc(SC)n(CC)c2=O)c1=O,i,i
# (further entries)
SMILES,CHT allo act,CHT block
C1CCC(NC2=NCCC2)CC1,i,i
COc1ccc(C2CCN(CC(=O)N(C)C)CC2O)cc1 (configuration not stated),i,i
CCN(c1ccccc1)c1cc(C)nc2ncnn12,i,i
CCOc1c(Br)cc(C(=O)N2CCCN(C)CC2)cc1OC,i,i
CCOc1ccc2oc(-c3ccccc3)c(C(N)=O)c2c1,i,i
CCCCOc1ccc(C(=O)NCC(=O)NCC2CCCO2)cc1 (configuration not stated),i,i
OCC1(CCc2ccccc2)CCN(Cc2cc(Cl)ccc2O)CC1,i,i
Cc1ccnc(SCCn2c(N3CC(C)CC(C)C3)nc3c2c(=O)n(C)c(=O)n3C)n1 (configuration not stated),i,i
O=C(CN(Cc1ccco1)C(=O)c1ccc(N2CCCC2=O)cc1)Nc1ccccc1C(F)(F)F,i,i
CCNC(=O)CCn1nc(-c2ccc(C)cc2)c2ccccc2c1=O,i,i
CCn1cc(Cl)c(C(=O)Nc2cccc(CN3CCOCC3)c2)n1,i,i
COc1ccc(N(C(=O)c2ccco2)C(C(=O)NC2CCCC2)c2cccnc2)c(OC)c1 (configuration not stated),i,i
CC1(C(=O)N/N=C/c2ccc([N+](=O)[O-])o2)CC1(Br)Br (configuration not stated),i,i
CCCCOC(=O)Nc1ccc(S(=O)(=O)Nc2cc(C)nc(C)n2)cc1,i,i
Cc1ccc(S(=O)(=O)c2c(C)cc(C)nc2Oc2cccc(C(F)(F)F)c2)cc1,i,i
CCCCn1c(NCc2ccccc2O)nc2ccccc21,i,i
COc1ccc(C(=O)Nc2c(N)nc(SCC(=O)NCC3CCCO3)[nH]c2=O)cc1OC (configuration not stated),i,i
COc1ncccc1-c1nnn(-c2ccc(F)cc2)n1,i,i
Cc1ccc2nc(C)c(CN3CCN(c4ccc([N+](=O)[O-])cc4Cl)CC3)n2c1,i,i
O=C(O)CCCC(=O)NCCCCc1ccccc1,i,i
COc1ccccc1Nc1nc(-c2sc(NC(=O)c3ccco3)nc2C)cs1,i,i
OCC[C@H]1C[C@H](O)[C@@H](O)[C@]2(CCc3ccccc3CO2)O1,i,i
COc1c(C)cccc1C(=O)Nc1ccc(CN2CCOCC2)cc1,i,i
Cc1cc2c(cc1S(=O)(=O)NC1CCCCC1C)OCC(=O)N2 (configuration not stated),i,i
C=CCOC(=O)C(C#N)c1nc2ccccc2nc1N1CCN(c2ccccc2OC)CC1 (configuration not stated),i,i
CCOc1ccc(NC(=O)c2cnccn2)cc1,i,i
O=C(Nc1ccc(F)cc1)Nc1csc2ccccc12,i,i
O=C(O)C1CC1C(=O)N1CCN(c2ccc(Cl)c(Cl)c2)CC1 (configuration not stated),i,i

# In another format: results already given.
canonical_smiles | CHT allo act | CHT block
C=CCOC(=O)C(C#N)c1nc2ccccc2nc1N1CCN(c2ccccc2OC)CC1 (configuration not stated) | i | i
CCOc1ccc(NC(=O)c2cnccn2)cc1 | i | i
O=C(Nc1ccc(F)cc1)Nc1csc2ccccc12 | i | i
O=C(O)C1CC1C(=O)N1CCN(c2ccc(Cl)c(Cl)c2)CC1 (configuration not stated) | i | i
